GLP1R ag: GLP-1 receptor (human) agonism | P43220 | HEK293 GLP-1R CRE-luciferase, luminescence, 4-6 h; cells express a hypersensitive GLP-1R form | AID 624172 | Potency, µM (doses to about 45.6 µM), for inactives: top-dose activation, hits mostly activators | 380,000 tested, 0.007% active; also: potency is read from the fitted curve at half-maximal effect; % of control where 0% means no effect
Target sequence (P43220 whole entry, looked up): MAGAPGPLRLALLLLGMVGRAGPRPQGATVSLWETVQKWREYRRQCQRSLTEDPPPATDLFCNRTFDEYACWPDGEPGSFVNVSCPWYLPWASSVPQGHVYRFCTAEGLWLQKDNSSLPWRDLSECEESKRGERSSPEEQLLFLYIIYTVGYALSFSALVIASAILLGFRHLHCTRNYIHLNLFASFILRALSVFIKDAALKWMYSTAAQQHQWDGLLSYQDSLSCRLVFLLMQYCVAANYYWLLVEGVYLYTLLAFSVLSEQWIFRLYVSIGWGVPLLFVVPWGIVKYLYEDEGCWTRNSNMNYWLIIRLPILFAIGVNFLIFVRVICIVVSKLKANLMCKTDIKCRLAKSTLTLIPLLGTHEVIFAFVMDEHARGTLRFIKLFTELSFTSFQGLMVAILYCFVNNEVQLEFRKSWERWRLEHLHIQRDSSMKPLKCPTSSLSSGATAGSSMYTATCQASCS
aSyn yeast inh: rescues yeast growth from alpha-synuclein toxicity. AID 652106. 370,000 tested, 0.14% active. Potency, µM (doses to about 46.1 µM), for inactives: top-dose growth rescue (activation), hits mostly activators. Yeast expressing alpha-synuclein, growth rescue, BacTiter-Glo, 24 h; also: potency is read from the fitted curve at half-maximal effect; % of control where 0% means no effect; nearly all actives have a fitted effect of over 65% in size
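Readout is rescue of growth in alpha-synuclein-expressing yeast, so inhibitors of toxicity appear as activators. Growth after 24 hr at 30 deg C in galactose medium is quantified by luminescence.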
D3 antag: D3 dopamine receptor (human) antagonism | P35462 | max response, negative = inhibition, % | 360,000 tested, 2.5% active | AID 652054 | D3R cells, DiscoveRx beta-arrestin luminescence, antagonist mode; hits give low values; in the data active = max response below about -50%; inconclusive = no clear call, values can overlap the other calls; also: % is scaled to controls: 0 for no effect and ±100 for the full control effect; mostly tested at two doses, the higher about 12 µM
Target sequence (P35462 whole entry, looked up): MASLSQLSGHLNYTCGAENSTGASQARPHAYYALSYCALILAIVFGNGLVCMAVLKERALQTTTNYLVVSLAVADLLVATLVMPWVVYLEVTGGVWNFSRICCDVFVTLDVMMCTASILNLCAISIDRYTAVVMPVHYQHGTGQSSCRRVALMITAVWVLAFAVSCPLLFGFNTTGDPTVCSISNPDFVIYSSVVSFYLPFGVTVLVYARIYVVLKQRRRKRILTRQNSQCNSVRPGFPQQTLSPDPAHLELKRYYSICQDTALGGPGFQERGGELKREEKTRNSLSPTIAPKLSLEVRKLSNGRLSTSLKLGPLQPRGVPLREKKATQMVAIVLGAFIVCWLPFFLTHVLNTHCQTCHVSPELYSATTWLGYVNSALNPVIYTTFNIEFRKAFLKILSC
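Cells expressing the human receptor were seeded at 1500 cells/well, incubated overnight at 37 degrees C in 5% CO2, then exposed to library compounds with dopamine controls for 90 minutes at 37 degrees C before luminescent detection.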
TDP43 rescue: inhibitors of TDP-43 toxicity in yeast | TDP-43 expressing yeast growth rescue, BacTiter-Glo, 24 h | Potency, µM (titrated, usually from 46.1 µM), for inactives: at the top dose growth rescue (activation), most hits filed as activators | 410,000 tested, 1.8% active | AID 652104; also: potency is read from the fitted curve at half-maximal effect; % of control where 0% means no effect; nearly all actives have a fitted effect of over 50% in size
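Readout is BacTiter-Glo luminescence of cell growth, so inhibitors register as activators. TDP-43-expressing yeast at OD600=0.02 in galactose medium, after raffinose pregrowth to mid-log, were incubated with compound for 24 hr at 30 deg C.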
GLP1R inv ag: acts as inverse agonist at human GLP-1 receptor | P43220 | AID 624417 | 410,000 tested, 1.6% active | HEK293 GLP-1R CRE-luciferase, luminescence, 24 h; GLP-1R form is constitutively active | Potency, µM (top dose mostly 38.3 µM), without a hit: at the highest dose activity change, negative = inhibition, usual class: inhibitors; also: potency is read from the fitted curve at half-maximal effect; % is scaled to controls: 0 for no effect and ±100 for the full control effect; nearly all actives have a fitted effect of over 55% in size
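Inverse agonists were sought by their lowering of basal cAMP reporter luciferase output in HEK293 cells stably carrying constitutively active human GLP-1R, after 24 h compound treatment.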
GLP1R cytotox: cytotoxicity in counter-screen for GLP-1R inverse agonists. HEK293 cAMP-luciferase reporter cells, luminescence, 24 h. Potency, µM (highest dose often 38.3 µM), without a hit: at the highest dose activity change, negative = inhibition, hits mostly inhibitors. 410,000 tested, 0.13% active. AID 624418;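 also: loss of luciferase light is scored as toxicity; potency is read from the fitted curve at half-maximal effect; % is scaled to controls: 0 for no effect and ±100 for the full control effect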
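MLSMR compounds, 24 hr on cells at 37 deg C/5% CO2; luminescence after luciferase reagent (12 min RT). Inhibition counted as the undesired cytotoxic outcome.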
D3 ag: activates the human D3 dopamine receptor; P35462; 410,000 tested, 0.58% active; max activation, %; D3R DiscoveRx beta-arrestin cells, luminescence, 90 min; in the data active = max activation above about 30%; also: 0% is about no effect; mostly tested at two doses, the higher about 12 µM
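Agonist-mode cell screen: cells plated at 1500/well and incubated overnight at 37 °C, then exposed to library compounds for 90 min at 37 °C. Detection reagent was added for 30–60 min at room temperature, and luminescence was read.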
KB-V1 cytotox: KB-V1 MDR subline cytotoxicity. KB-V1 MDR cells viability, CellTiter-Glo, 72 h. Potency, µM (doses to about 46.1 µM), for inactives: at the highest dose activity change, negative = cytotoxicity, most hits filed as cytotoxic. 400,000 tested, 3.4% active. AID 1347076; also: potency is read from the fitted curve at half-maximal effect; % is scaled to controls: 0 for no effect and ±100 for the full control effect; nearly all actives have a fitted effect of over 60% in size
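Cells of the MDR subline KB-V1 are plated, dosed with compound at multiple concentrations, and incubated 72 h at 37 degrees C; CellTiter-Glo is then added and luminescence read after 10 min.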
PTHR1 ag: activates the human parathyroid hormone receptor PTHR1; Potency, µM (doses to about 115 µM), for inactives: top-dose activation, actives largely listed as activators; Q03431; HEK293 GP2 PTHR1 cells, GloSensor cAMP luminescence, 1 h; 410,000 tested, 0.075% active; also: potency is read from the fitted curve at half-maximal effect; nearly all actives have a fitted effect of over 55% in size; some results filed as inactive show a strong effect at the top dose; inactives centre near -15; many of its hits are not listed in these tables
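HEK-293-derived GP2 cells expressing PTHR1 and a GloSensor cAMP reporter, 3,000/well, plated overnight, given luciferin plus IBMX (each 0.5 mM as added) for 1 h at 37 °C, then compound for 1 h at 37 °C. Luminescence was read after 15 min at room temperature.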
* = called active by the depositor; i = inactive; u = inconclusive; x = no result given; & = joins results of further samples; [ ] = dose if it differs, or a comment. Unless noted, calls follow the shape of the dose curve; as a rule, active = well fitted curve in the direction sought with a large enough effect; inconclusive = small, poorly fitted or top-dose-only effect, or another doubt; inactive = no such curve, though single readings can be large; an effect the other way counts as inactive or inconclusive.

Preview (three entries):
SMILES	GLP1R ag	aSyn yeast inh	D3 antag	TDP43 rescue	GLP1R inv ag	GLP1R cytotox	D3 ag	KB-V1 cytotox	PTHR1 ag
COC(=O)c1ccccc1NC(=O)CCC(=O)N1CCSc2ccccc21	-1%	3%	-10	0%	-24%	6%	4	-1%	i
COc1ccc(-n2c(SCC(=O)Nc3ccc(C)cc3)nc(O)c(Cc3ccccc3)c2=O)cc1	-2%	0%	22	11%	-17%	12%	5	6%	i
Cc1c2cc[n+](CCN3CCCCC3)cc2c(C)c2c1[nH]c1ccc(O)cc12	-4%	2%	u	7%	1%	-17%	-9	-11%	i

This part in full, previewed entries included:
SMILES	GLP1R ag	aSyn yeast inh	D3 antag	TDP43 rescue	GLP1R inv ag	GLP1R cytotox	D3 ag	KB-V1 cytotox	PTHR1 ag
COC(=O)c1ccccc1NC(=O)CCC(=O)N1CCSc2ccccc21	-1%	3%	-10	0%	-24%	6%	4	-1%	i
COc1ccc(-n2c(SCC(=O)Nc3ccc(C)cc3)nc(O)c(Cc3ccccc3)c2=O)cc1	-2%	0%	22	11%	-17%	12%	5	6%	i
Cc1c2cc[n+](CCN3CCCCC3)cc2c(C)c2c1[nH]c1ccc(O)cc12	-4%	2%	u	7%	1%	-17%	-9	-11%	i
CCCCNS(=O)(=O)CCNCc1ccco1	-2%	-3%	-9	-2%	8%	0%	43*	-5%	-1%
COc1cccc(Nc2nc3ccc(C)cc3nc2-n2nc(C)cc2C)c1	x	x	x	15%	3%	-11%	6	-1%	-14%
COc1ccc(CN2CCCC(C(=O)c3ccc4c(c3)OCO4)C2)c(F)c1 (stereo not drawn)	9%	3%	-59*	9%	u	-16%	-4	-17%	i
COCCn1c(SCC(=O)Nc2ccc3c(c2)OCCO3)nc2ccccc2c1=O	17%	-7%	-15	12%	39%[activator]	3%	-3	3%	-7%
O=C(CN1C(=O)NC(c2ccccc2)(c2ccccc2)C1=O)N1CCCCC1	-1%	-2%	-14	20%	-16%	-23%	-6	-2%	i
Cc1ccc(NC(=O)CSc2nnc(C3CC3)n2CC2CCCO2)cc1C (stereo not drawn)	4%	-1%	-4	-12%	-6%	-26%	-5	-16%	i
O=C1OCC/C1=C\c1ccc2c(c1)OCO2	5%	7%	-22	1%	6%	-2%	-4	1%	i
O=C(NCCCn1ccnc1)c1cccc(S(=O)(=O)Nc2ccccc2F)c1	2%	0%	6	-7%	-19%	5%	1	8%	-4%[57.5 µM]
OCCNc1cc(-n2nc(-c3ccccc3)cc2-c2ccccc2)ncn1	5%	6%	17	11%	u	-15%	-2	0%	-10%
Cc1[nH]c(=O)[nH]c(=O)c1S(=O)(=O)N1CCCC1	3%	0%	5	-6%	1%	16%	1	-7%	i
Cc1nnc(NC(=O)CSc2nc3c(c(=O)n2C)SC(C)C3)s1 (stereo not drawn)	3%	u	13	22%	13%	2%	1	-1%	i
CN(C)C(CNC(=O)c1cc(Br)ccc1Cl)c1ccco1 (stereo not drawn)	15%	1%	-1	-4%	-22%	6%	-3	u	-12%
CC(C)Cc1nn2c(=O)cc(COC(=O)c3ccc(NC(=O)c4cccs4)cc3)nc2s1	x	x	x	-19%	5%	5%	17	x	27%
CC1CCCN(CCCNC(=O)c2cc3c(s2)-c2ccccc2OC3)C1 (stereo not drawn)	16%	-1%	u	7%	8.9µM*	-10%	-15	-4%	-3%
COc1ccc(C2(C)NC(=O)N(CC3CCCCC3)C2=O)cc1 (stereo not drawn)	20%	11%	16	u	u	0%	-2	1%	i
O=C1OC(/C(=C\Nc2ccccc2)[N+](=O)[O-])c2ccccc21 (stereo not drawn)	4%	16µM*	-3	1%	-5%	-12%	6	14%	i
COc1cc(C(=O)COC(=O)c2cnc(C)cn2)ccc1OC(F)F	3%	-4%	8	-8%	21%	16%	0	x	16%
Cc1ccc(NC(=O)C2CCCN(c3ncccn3)C2)c(C)c1 (stereo not drawn)	8%	0%	-6	2%	-4%	-2%	4	-8%	-7%
COC(=O)c1ccc(N2C(=O)C3C4C=CC(CC4)C3C2=O)cc1 (stereo not drawn)	0%	2%	14	-4%	-15%	0%	3	-8%	i
O=[N+]([O-])c1cccc(-c2ccn[nH]2)c1	10%	0%	-21	13%	17%	7%	6	5%	-18%
CC1(C)CN=C(N(Cc2ccccc2)C(=O)Nc2ccccc2)S1	-6%	0%	11	12%	0%	-2%	0	19%	i
Oc1c(Br)cc(Br)c2cccnc12	-2%&-2%	-19%	-29	-70%[inhibitor]	u	-1%	-77&-9	u	12%
C(=NN=C1c2ccccc2-c2ccccc21)c1ccc2c(c1)OCO2	3%	0%	14	25%	11%	2%	19	u	-3%
CN(C(=O)CN1C(=O)NC2(CCc3ccccc32)C1=O)C1CCS(=O)(=O)C1 (stereo not drawn)	-4%	4%	17	4%	-14%	-11%	-2	4%	i
CC1CCC(NC(=O)C(C)N2C(=O)C3CCCCC3C2=O)CC1 (stereo not drawn)	-1%	1%	2	15%	-9%	1%	6	u	i
CC(Oc1ccc2c(-c3ccccc3)cc(=O)oc2c1)C(=O)NCCCN1CCOCC1 (stereo not drawn)	11%	-11%	-14	-9%	u	-4%	-3	-27%	i
Cc1ccc(Cn2ncc3c(N4CCN(Cc5ccc(Cl)cc5)CC4)ncnc32)cc1	0%	-11%	0	-16%	u	-1%	-5	2.6µM*	-21%
COc1cccc(NC(=O)c2ccc(S(=O)(=O)N3CCCC3)cc2)c1	6%	19%	0	-2%	u	-1%	-18	-36%	-22%
Cc1nn(-c2ccccc2)c2sc(C(=O)N3CCc4ccccc4C3)cc12	12%	-7%	8	3%	u	-5%	2	18µM*	-3%
Cc1ccc(/C=C(\NC(=O)c2ccccc2)C(=O)OCc2ccccc2)cc1	0%	2%	14	5%	u	1%	-1	16µM*	-10%
CCN(CC)C(=O)C1=C(C)N(Cc2ccccc2)C(=O)C(CC(=O)NCc2cccc3ccccc23)C1 (stereo not drawn)	-6%	-1%	-28	23%	-27%	1%	-6	-15%	-25%
CC(=O)Oc1c(C)c(C)c2c(c1C)CCC(C)(CCCC(C)CCCC(C)CCCC(C)C)O2 (stereo not drawn)	-5%	1%	7	2%	-2%	-2%	7	2%	-40%[inhibitor]
NC(=O)c1ccc(NC(=S)NCc2ccco2)cc1	11%	1%	7	13%	9%	-6%	1	-1%	i
O=C(COc1ccc(Br)cc1Cl)N1CCN(c2ncccn2)CC1	18%	16%	-26	u	-5%	0%	2	4%	i
COC(=O)c1ccccc1NC(=O)NC1CCCCC1	1%	-7%	9	8%	-3%	5%	3	0%	-10%
COCC(C)NC(C(=O)Nc1ccc(Cl)c([N+](=O)[O-])c1)c1ccccc1 (stereo not drawn)	6%	-6%	-20	-3%	3%	1%	-2	16µM*	-10%
C[Si](C)(C)n1ccnc1	-1%	14%	-22	8%	-1%	0%	-21	19%	-3%
Cc1ccccc1NC(=O)c1ccc(NC(=O)c2ccco2)cc1	-10%	7%	15	19%	1%	-11%	-2	-9%	-13%[57.5 µM]
CCCCN(C)CCCNC(=O)c1cc(-c2ccc(Br)s2)nc2ccccc12	x	x	x	u	-1%	3%	-19	x	-1%
O=C(C1=C[C@@H](C2CC2)C[C@@H](OCc2ccc(CO)cc2)O1)N1CCN(Cc2ccccc2)CC1	9%	0%	21	u	-21%	2%	4	-2%	-24%
COc1ccccc1OCCn1c(COc2cc(C)ccc2C)nc2ccccc21	x	x	x	20%	8%	-3%	-7	x	-3%
Cc1cc(C)c2c(C)nn(-c3ccccc3)c2n1	21%	-5%	3	-1%	5%	68%[activator]	1	2%	i
Cc1cc(C(=O)NC2CCCN(Cc3ccccc3F)C2)no1 (stereo not drawn)	5%	-10%	-4	8%	-1%	-9%	4	1%	i
O=C(CN(CCc1ccccc1)S(=O)(=O)c1ccccc1)NCc1ccc(Cl)cc1	x	x	x	4%	u	3%	0	-8%	-56%[inhibitor]
CC(=O)NC(Cc1ccc(F)cc1)C(=O)NC1CCN(C(=O)Nc2ccc(F)cc2)CC1 (stereo not drawn)	-1%	-1%	5	23%	-5%	2%	11	-1%	i
CCN(CC)S(=O)(=O)c1ccc(NC(=O)COc2cccc(-n3cnnn3)c2)cc1	10%	-2%	0	-8%	-4%	5%	-2	12%	-3%
CCC(C)NC(=O)CCc1nc2ccccc2n1-c1ccccc1 (stereo not drawn)	3%	1%	21	9%	-2%	9%	-2	u	i
CCCC(=O)Nc1cc(C(=O)O)ccc1S(=O)(=O)c1ccc(C)cc1	-2%	4%	10	6%	3%	-8%	6	11%	i
O=C(O)c1ccccc1NC(=O)C1CCN(S(=O)(=O)c2cccc3nsnc23)CC1	-1%	4%	40	-12%	72%[activator]	-7%	24	0%	i
COc1ccc2sc(N(CCCN(C)C)C(=O)c3ccc(S(=O)(=O)N4CCCC4)cc3)nc2c1	9%	-4%	-1	-21%	u	3%	-8	-3%	23%
CCc1c(C)sc(NC(=O)OC)c1C(=O)N1CCCCC1	-11%	-3%	1	-6%	7%	6%	-14	-2%	i
COc1ccccc1NC(=O)C1=C(C)Nc2nc(CCCO)nn2C1c1cccc(O)c1 (stereo not drawn)	x	x	x	29%[9.22 µM]	8%	5%	-8	u	-3%
CC1C(=O)N(Cc2cn(CC3CCCCC3)nn2)CCS(=O)(=O)N1Cc1ccc(-c2ccc(F)nc2)cc1 (stereo not drawn)	4%	-8%	8	19%	-6%	0%	1	-5%	-42%[inhibitor]
Cc1cccc(NC(=O)C2c3ccccc3Oc3ccccc32)n1	-2%	-34%[inhibitor]	-8	u	u	2%	1	1%	i
O=C(Cc1ccccc1)Nc1c(C(=O)Nc2ccccc2F)oc2ccccc12	1%	x	x	15%	7%	1%	4	18%	-47%[inhibitor]

Source: PubChem BioAssay

Only part of the results is shown; rates above refer to the full screens.
